CXCR6 inh – blocks human CXCR6 beta-arrestin recruitment; O00574; CHO-K1 PathHunter CXCR6 beta-arrestin, luminescence; inhibition, % at 20 µM; hit rate 0.36% among 360,000; AID 602244; in the data active means inhibition above about 34%, passing the limit was not always enough;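 further: antagonist mode with CXCL16 agonist at 10 nM final; 0% = 10 nM CXCL16 with DMSO and 100% = unstimulated wells without agonist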
Target sequence (O00574 whole entry, looked up): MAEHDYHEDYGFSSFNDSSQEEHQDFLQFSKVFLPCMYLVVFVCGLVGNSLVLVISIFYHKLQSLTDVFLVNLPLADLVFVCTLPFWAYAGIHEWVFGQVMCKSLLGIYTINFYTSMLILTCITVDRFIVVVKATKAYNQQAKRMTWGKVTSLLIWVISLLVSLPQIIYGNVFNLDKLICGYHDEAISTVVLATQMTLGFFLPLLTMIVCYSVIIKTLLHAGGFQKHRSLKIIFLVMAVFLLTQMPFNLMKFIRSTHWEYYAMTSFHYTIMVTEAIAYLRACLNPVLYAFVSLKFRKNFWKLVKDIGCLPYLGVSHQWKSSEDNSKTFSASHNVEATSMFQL
CCR6 antag – blocks CCL20-driven beta-arrestin recruitment at human CCR6; inhibition, % at 20 µM; AID 493098; CHO-K1 CCR6 PathHunter beta-arrestin, luminescence, CCL20-stimulated; hit rate 0.49% among 340,000;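 active means compounds whose inhibition of the agonist-driven luminescence signal at 20 µM reaches about 50%, limit read from the data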;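 further: cells stimulated with CCL20 at 14 nM final; plate controls were DMSO with CCL20 for no effect and DMSO without agonist for full effect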
EBI2 antag – blocks human EBI2 receptor beta-arrestin signaling; P32249; EBI2 beta-arrestin recruitment, luminescence, 7a,25-OHC stimulated; inhibition, % at 5 µM; hit rate 0.81% among 360,000; AID 651636; in the data active means inhibition above about 38%;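 further: enzyme fragment complementation signal reports receptor beta-arrestin coupling in cells; 0% = agonist plus DMSO wells and 100% = wells without agonist; some results beyond the cut were filed as inactive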
Target sequence (P32249 whole entry, looked up, the tested form may be a part): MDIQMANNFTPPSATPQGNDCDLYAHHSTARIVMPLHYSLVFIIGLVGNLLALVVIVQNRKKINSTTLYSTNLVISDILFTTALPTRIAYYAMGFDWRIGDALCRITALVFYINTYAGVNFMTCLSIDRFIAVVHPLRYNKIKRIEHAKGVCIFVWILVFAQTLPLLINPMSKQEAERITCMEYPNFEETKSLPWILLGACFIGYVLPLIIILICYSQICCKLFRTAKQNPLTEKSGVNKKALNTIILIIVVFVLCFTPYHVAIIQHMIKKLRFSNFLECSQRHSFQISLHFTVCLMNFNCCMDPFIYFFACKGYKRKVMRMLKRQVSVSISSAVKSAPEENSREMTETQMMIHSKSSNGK
CHOP UPR activ – activators of apoptotic arm of unfolded protein response (CHOP); activation, % at 10 µM; hit rate 0.34% among 330,000; CHO-CHOP luciferase reporter, UPR activation, luminescence; percent of tunicamycin response over DMSO baseline; AID 449763;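 active means at 10 µM dose, activation of 40% or more, normalized to positive control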;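 further: 100% = tunicamycin at 10 µg/mL and 0% = DMSO alone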
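assay system = CHO CHOP reporter cells | amount = 500 CHO-CHOP cells per well | buffer or medium = F12 with 10% FBS | incubation = 16-18 h cell attachment, then 6 h compound exposure, 37 °C | detection = luminescence read with Steady-Glo | read-out = percent activation relative to tunicamycin control | controls = tunicamycin high control, DMSO low control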
UPR XBP1 act – adaptive UPR (XBP1) activation; activation, % at 20 µM; hit rate 0.33% among 330,000; AID 463104; CHO-XBP1 luciferase reporter, IRE1-XBP1 UPR activation, luminescence; percent of tunicamycin response, DMSO as zero;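 active means versus positive control, 20 µM dose yields 30% or more activation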;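 further: 100% = tunicamycin at 10 µg/mL and 0% = DMSO only wells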
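Signal: luciferase luminescence; Assay system: CHO-XBP1 luciferase reporter cells; Amount: one thousand reporter cells per well; Dosing: 20 µM single concentration, DMSO 1%; Benchmarks: high control tunicamycin 10 µg/mL final, low control DMSO vehicle only; Schedule: 6 h compound exposure at 37 °C, 5% CO2; Evaluation: percent activation relative to tunicamycin reference.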
APJ ag – activates the human apelin receptor APJ; hit rate 0.11% among 330,000; AID 2520; CHO-K1 APJ PathHunter beta-arrestin, luminescence; 0% DMSO wells, 100% apelin; activation, % at 20 µM; P35414;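 active means activation more than six SD over the plate average, tested at 20 µM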;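 further: 0% = DMSO alone and 100% = apelin-13 at 10 nM; some results filed as inactive read as strong as hits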
Target sequence (P35414 whole entry, looked up): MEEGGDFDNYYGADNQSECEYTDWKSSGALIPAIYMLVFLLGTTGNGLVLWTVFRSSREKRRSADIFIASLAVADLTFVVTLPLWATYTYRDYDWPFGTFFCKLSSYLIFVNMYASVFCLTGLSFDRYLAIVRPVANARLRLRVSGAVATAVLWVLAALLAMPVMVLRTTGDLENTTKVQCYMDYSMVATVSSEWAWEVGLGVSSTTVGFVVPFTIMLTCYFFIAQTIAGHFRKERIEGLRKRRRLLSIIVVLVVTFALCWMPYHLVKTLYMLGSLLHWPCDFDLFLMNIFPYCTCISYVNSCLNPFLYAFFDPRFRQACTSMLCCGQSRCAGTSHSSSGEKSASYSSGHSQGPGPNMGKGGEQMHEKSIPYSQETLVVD
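Test system: CHO-K1 APJ beta-arrestin complementation cell line. Amount: cell density 1000 per well. Controls: DMSO negative, 10 nM Apelin-13 positive. Signal: luminescent beta-gal fragment complementation, chemiluminescent substrate. Read-out basis: agonist-driven arrestin binding to APJ. Timing: compound stimulation 90 min at 25 °C, detection 60 min.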
Mdm2 MdmX PPI – disrupts the human Mdm2-MdmX interaction | O15151+Q00987 | SaOS-2 split-luciferase Mdm2/MdmX complementation, luminescence | inhibition, % at 8 µM | hit rate 3% among 330,000;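 active means inhibition of at least 50% at 8 µM in the primary screen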
APJ antag – antagonists of human APJ apelin receptor | P35414 | CHO-K1 APJ beta-arrestin complementation, luminescence | inhibition, % at 20 µM | hit rate 0.32% among 330,000 | AID 2521;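 active means inhibition above about 40% at 20 µM, limit read from the data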;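 further: cells challenged with 10 nM apelin-13 agonist together with compound; plate controls were apelin-13 plus DMSO wells for no effect and DMSO wells lacking apelin-13 for full effect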
tim23-1 inh – growth inhibitors of tim23-1 mutant yeast; hit rate 1.3% among 330,000; inhibition, % at 20 µM; S. cerevisiae tim23-1 growth, BacTiter-Glo luminescence, 24 h;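 active means growth inhibition of the mutant yeast at or above 50%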;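 further: temperature-sensitive mutant grown at 25 °C; plate controls were DMSO-treated mutant yeast for no effect and medium wells lacking yeast for full effect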
* = called active by the depositor; nt = not tested or not shown. These rows are one share of the data; count on the stated rates, not on these rows.

canonical_smiles	CXCR6 inh	CCR6 antag	EBI2 antag	CHOP UPR activ	UPR XBP1 act	APJ ag	Mdm2 MdmX PPI	APJ antag	tim23-1 inh
Cc1cc2[nH]ncc2cc1NC(=S)NC(=O)c1ccccc1	16	17	9	2.7	3	4	35	7	8
O=C(N/N=C/c1cccnc1)c1cccc(Cl)c1	-7	2	-14	1.0	2	0	-14	-13	-3
c1ccc(Nc2nc(-c3ccncc3)nc3ccccc23)cc1	2	-2	6	3.5	4	0	5	-10	-8
CCCn1c(NC(=O)c2cccc(C)c2C)nc2ccccc21	11	-14	3	3.0	3	-6	20	24	24
Cc1nnc(SCc2nnc(-c3cccs3)o2)n1Cc1ccccc1	10	2	-11	0.8	0	-1	21	-5	19
COc1ccc(N2CCN(C(=O)c3ccc4[nH]c(C)c(C)c4c3)CC2)cc1	-4	8	85*	0.7	-4	5	10	-33	35
CCCCOC(=O)Nc1nnc(-c2ccccc2OC)s1	0	-17	1	-1.3	0	-4	10	3	-24
CC(C)CNS(=O)(=O)c1cc(C(=O)OCC(=O)N(C)C2CCS(=O)(=O)C2)c(Cl)cc1Cl (stereo unspecified)	3	13	-8	0.3	-3	-7	10	9	3
O=C(NCc1cccs1)c1cc2ccccc2o1	2	7	2	3.0	3	5	-29	9	18
Cn1ncc(Cl)c1C(=O)N1CCN(S(=O)(=O)c2ccc(Cl)s2)CC1	4	-9	-5	1.1	-5	3	9	-19	21
CC(=O)CSc1ncnc2c1oc1ccccc12	-12	0	-3	8.2	7	-2	-13	-7	18
Cc1ccc(-c2csc(/C=C3\SC(C)C(=O)N3CC(=O)Nc3ccccc3F)n2)cc1 (stereo unspecified)	-5	2	1	1.6	-1	0	47	-11	4
CN1c2ccccc2Oc2nnc(N3CCN(Cc4ccccc4)CC3)cc21	-16	-5	-31	5.7	-1	-1	-28	-3	47
CN(C)S(=O)(=O)c1ccc(S(=O)(=O)N(Cc2ccco2)Cc2ccccc2Cl)cc1	0	26	33	0.5	-4	0	32	12	-1
CC(C)(C)NC(=O)NC(=O)CN1C(=O)NC(c2ccccc2)(c2ccccc2)C1=O	4	4	4	4.6	-9	-1	-2	15	11
CC1(C)CC(=O)C2=C(C1)N(c1ccc(F)cc1)C(N)=C(C#N)C2c1cccs1 (stereo unspecified)	4	13	3	-0.1	-2	-2	6	-1	22
O=C(N[C@H]1/C=C\[C@@H](O)CCCC1)OCc1ccccc1	6	15	-8	3.4	0	nt	-36	nt	30
Cc1cc(C(=O)N/N=C2\CC(=O)c3ccccc32)c(C)n1-c1ccccc1	14	29	-7	1.3	-3	-1	-2	3	20
COc1ccccc1C(=O)NCCNC(=O)c1ccc(C)nc1	-6	4	0	10.0	-8	1	19	11	-4
O=C(Nc1ccc(N2CCOCC2)c(S(=O)(=O)Nc2ccccc2Cl)c1)c1ccccc1	5	5	1	-3.3	-3	4	54*	-1	36

3 entries from above, ordered by the value under CCR6 antag, high to low.
Molecule | CCR6 antag
Cc1cc(C(=O)N/N=C2\CC(=O)c3ccccc32)c(C)n1-c1ccccc1 | 29
O=C(N[C@H]1/C=C\[C@@H](O)CCCC1)OCc1ccccc1 | 15
CC1(C)CC(=O)C2=C(C1)N(c1ccc(F)cc1)C(N)=C(C#N)C2c1cccs1 (stereo unspecified) | 13

(further entries)
canonical_smiles	CXCR6 inh	CCR6 antag	EBI2 antag	CHOP UPR activ	UPR XBP1 act	APJ ag	Mdm2 MdmX PPI	APJ antag	tim23-1 inh
O=C(NCC1CCCO1)c1c(O)nc2sccn2c1=O (stereo unspecified)	10	0	0	0.6	1	9	-22	8	35
O=C(c1cscn1)N1CCCC(N2CCN(c3ccc(F)cc3)CC2)C1 (stereo unspecified)	4	-8	-10	1.6	-3	-5	7	7	7
O=C(c1ccc(Cl)c([N+](=O)[O-])c1)N(Cc1cccc(Cl)c1)C1CCS(=O)(=O)C1 (stereo unspecified)	-14	-16	3	0.0	-2	3	-9	-2	-2
Cc1ccc(OCCC(=O)OCC(=O)Nc2ccc3[nH]c(=O)[nH]c3c2)cc1	5	-12	-1	1.7	1	0	8	1	9
O=C(c1n[nH]c(=O)c2ccccc12)N1CCOCC1	0	17	-2	-2.5	0	-1	3	31	10
Cc1coc2c1c(C)cc1oc(=O)c(CC(=O)N[C@@H](C)C(=O)O)c(C)c12	5	-3	-1	-0.7	-4	-2	-1	-2	2
CCc1nnnn1-c1ccc([N+](=O)[O-])cc1C	-1	6	-9	-1.0	-1	2	9	-17	16
COc1ccc(OCCOC(=O)CN2C(=O)NC3(CCCC3)C2=O)cc1	6	10	-1	-0.4	-1	-5	-4	20	13
O=C(CN1CCN(c2ccc(F)cc2)CC1)c1cccs1	4	7	-20	-0.6	3	2	11	7	30
CNc1ccccc(-c2ccc3cc4c(cc3n2)OCO4)c1=O	-14	5	-9	3.7	-2	-1	-32	9	3
Cc1ccc(S(=O)(=O)N(C)c2ccc(C(=O)NCc3ccccc3F)cc2)cc1	8	18	2	-1.4	-5	-1	25	9	1
COCCNC(=S)N(CCN(C)C)Cc1cc2cc3c(cc2[nH]c1=O)OCO3	8	3	-13	2.4	-1	-3	6	21	3
CCOC(=O)c1c(C)c(C(=O)NCCOC)c(C)n1CC	-2	-4	-2	-0.5	-1	-6	20	-9	5
CCOC(=O)c1cnc2ccccc2c1Nc1ccc(C(=O)O)cc1	8	18	-2	2.0	8	-4	-8	-4	5
CNc1c([N+](=O)[O-])cnn1-c1ccccc1Cl	-5	2	-12	2.9	4	-1	17	0	7
COc1ccc(C2=NCCn3nc4cc(OC)ccc4c32)cc1	-16	-1	2	1.5	8	8	-6	-84	21
CC1CC(C)(C)NC(=S)N1CCC(=O)NCc1ccc(F)cc1 (stereo unspecified)	4	6	1	1.7	-1	1	16	-2	2
COc1ccc(OC)c(C(=O)CSc2nc3cccnc3n2C)c1	-5	4	2	-1.4	1	0	-1	9	2
Cc1cc(C)nc(NC(=O)c2ccc(Cl)cc2[N+](=O)[O-])c1	-9	-5	-2	-1.2	1	2	-9	-4	27
Cc1cc(S(=O)(=O)Nc2ccc3cn[nH]c3c2)c(C)cc1Cl	-6	-13	4	0.7	1	6	19	-21	25
NC(=O)c1oc2ccccc2c1NC(=O)C1CCCCC1	-4	-8	5	1.0	-1	1	-21	12	25
CCCC(=O)CN1C(=O)C2(OCCO2)c2ccccc21	-5	-10	-6	0.7	-2	-1	-4	6	5
CS(=O)(=O)N1CCN(c2ccccc2NC(=O)C(c2ccccc2)c2ccccc2)CC1	6	15	15	1.9	-2	-2	26	11	21
COc1ccc(CCNS(=O)(=O)c2ccc3c(c2)NC(=O)CCS3)cc1OC	1	6	7	-3.5	-7	1	19	8	-7
Cc1ccc(S(=O)(=O)NC(=O)NN2CC3CCCC3C2)cc1 (stereo unspecified)	-1	12	-10	-0.7	-1	-2	8	-25	7
CCOCCCNC(=O)C1CC(=O)N(CCc2ccccc2)C1 (stereo unspecified)	-6	10	-1	2.5	3	-1	12	-6	6
Cc1cccc(NC(=S)NNC(=O)c2csc3c2CCCC3)c1	12	30	-7	6.0	1	-6	-56	26	20
COc1cc(NC(=O)c2cnc(N)s2)cc(C(=O)Nc2cccc(C(F)(F)F)c2)c1	-14	6	18	0.7	-1	17	35	2	-2
Cc1ccc(S(=O)(=O)N2CCN(C(=O)CSc3nnnn3C)CC2)c(C)c1	0	-21	-10	0.2	1	-2	-21	6	0
CN(Cc1cnn(C)c1)C(=O)C1CCC(=O)N(Cc2cccc(F)c2)C1 (stereo unspecified)	6	-5	-3	1.4	-1	-2	10	1	-10
CCN1CNC(=S)N(c2cccc(C)c2C)C1	7	3	-21	-3.2	-3	1	5	-9	22
CCc1ccccc1NC(=O)c1ccccc1N1C(=O)C2C3C=CC(C3)C2C1=O (stereo unspecified)	-4	-13	-10	-1.6	1	-5	-3	11	0
N#C/C(=C\c1ccc([N+](=O)[O-])cc1)C(=O)Nc1ccccc1O	7	18	15	2.3	-1	4	2	-16	33
CCNc1nc(OC)nc(SCC(N)=O)n1	-5	4	-2	0.6	-1	-6	26	2	16
COc1ccc(C(CC(=O)O)NC(=O)Nc2ccccc2)cc1OC (stereo unspecified)	-5	1	3	-1.8	1	4	-17	-4	-5
O=C(CSc1ccccn1)NCc1ccc2c(c1)OCO2	-6	8	-7	0.9	-3	-3	20	1	11
COc1ccc(NC(=O)c2ccccc2C)cc1	5	1	-9	5.6	-3	-2	-26	13	3
CCOc1ccc(NS(=O)(=O)c2ccc(NC(=S)NC(=O)CC(C)C)cc2)cc1	14	8	4	-1.6	1	-2	29	-17	36
CCOc1ccc2nc(NC(=O)CSCC(=O)Nc3cc(C)on3)sc2c1	-4	10	-2	-3.9	-4	-5	-23	12	-5
N#Cc1ccc(-c2csc(NC(=O)C3CC3)n2)cc1	-6	9	-7	2.6	0	-1	-29	-21	2
CCc1ccc(Nc2n[n+](-c3ccccc3)c(-c3ccc(OC)c(Br)c3)s2)cc1	6	10	27	2.1	1	-1	17	4	8
O=C(NCc1ccccc1Cl)C1CCC(=O)N(C2CC2)C1 (stereo unspecified)	-1	8	-1	-0.7	2	1	9	11	-6
CCOC(=O)c1c(/N=C/C2C(=O)CC(C)(C)CC2=O)sc(C)c1C	-3	11	-3	1.2	0	2	-17	4	34
COc1ccccc1OCC(=O)N/N=C1/C=C(C)CC1	-7	-6	-8	1.2	-1	-2	-13	13	11
CC(=O)SCC(C)C(=O)NCc1ccccc1 (stereo unspecified)	7	13	-1	0.7	0	-3	-5	12	-5
CNc1nc(-c2ccccn2)nnc1-c1ccccc1	2	-14	-2	-2.0	1	2	26	8	36
COc1ccc(CNC(=O)Cn2cccc2C(=O)c2ccccc2C)cc1	-6	18	6	3.9	2	2	-29	-10	32
Cn1cnnc1SC1c2cccc3cccc(c23)C1NS(=O)(=O)c1ccccc1 (stereo unspecified)	6	13	4	-0.7	-3	-2	2	15	17
CC(C)(C)NC1=CC(=O)OC12CCCCC2	-2	-3	-12	-1.5	0	-4	13	4	3
CCOc1ccccc1OCCCC(=O)Nc1nc2ccccc2[nH]1	-6	0	1	1.0	2	-5	19	6	12
Cc1cccc(-n2c(Cc3cc(=O)[nH]c(=O)[nH]3)nnc2SCC(=O)N2CCc3ccccc32)c1	-13	3	7	0.0	-2	4	4	16	3
COc1ccc(-c2ncncc2-c2csc(C)n2)c(O)c1OC	-1	-11	-9	-2.6	1	-3	4	-3	5
CCOc1ncccc1C(=O)N1CCN(c2cc(Cl)ccc2C)CC1	-3	-4	-4	-1.5	11	-3	61*	8	1

High-throughput results (PubChem)
